Source: PubChem (several laboratories)
CAL-PDZ inh HTS – untagged CAL PDZ binding inhibitors, primary screen, biochemical, fluorescence polarization, HTS. Golgi-associated PDZ and coiled-coil motif-containing protein (Homo sapiens), Q9HD26. inhibition, % at 24.9 µM. 0.92% of 300,000 active. purified CAL PDZ, TMR-peptide fluorescence polarization, 1 h. AID 602252, 2012;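 active means mean inhibition of at least 30% with at least half of replicates also reaching 30%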;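 further: 0% = DMSO neutral control and 100% = excess unlabeled competitor peptide PRC23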
HTR5A inv ctr – HTR5A inverse agonists in luminescence cell assay, primary screen, counter-screen for OPRM1-OPRD1 heterodimer inverse agonist project, full-deck HTS; 5-hydroxytryptamine receptor 5A (Homo sapiens), P47898; HTR5A cell line, inverse agonism; inhibition, % at 9.3 µM; 0.083% of 340,000 active; AID 504634, 2011; in the data active means inhibition mostly above about 23%, no sharp cut-off; inactive means mostly below about 18%;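 further: 0% = cells with DMSO and 100% = no-cell wells with DMSO; some compounds called inactive have numbers as strong as hits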
Target sequence (P47898 whole entry, looked up): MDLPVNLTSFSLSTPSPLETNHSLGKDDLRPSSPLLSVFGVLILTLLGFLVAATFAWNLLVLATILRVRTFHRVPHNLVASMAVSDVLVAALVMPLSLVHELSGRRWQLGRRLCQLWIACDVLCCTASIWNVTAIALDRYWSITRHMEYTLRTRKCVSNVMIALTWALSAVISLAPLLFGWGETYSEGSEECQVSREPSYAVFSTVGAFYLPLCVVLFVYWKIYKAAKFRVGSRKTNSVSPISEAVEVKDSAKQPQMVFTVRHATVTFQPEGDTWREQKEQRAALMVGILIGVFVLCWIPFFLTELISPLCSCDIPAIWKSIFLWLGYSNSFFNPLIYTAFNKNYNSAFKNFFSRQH
LANA DNA inh – inhibitors of KSHV C-LANA binding to DNA, primary screen, biochemical, fluorescence polarization, FAM-LBS DNA, MBP-C-LANA, single point; inhibition, % at 9 µM; Kaposi's sarcoma herpesvirus LANA C-terminal domain (residues 932-1162) DNA binding; 0.078% of 340,000 active; AID 504423, 2011;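 active means highest replicate inhibition at or above 60% at 9 µM, even if other replicates fall short; inactive means all replicates below 60% inhibition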;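 further: 0% = neutral control wells and 100% = 4 µM acridine orange control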
Keap1-Nrf2 PPI – Keap1-Nrf2 protein-protein interaction inhibitors, primary screen, biochemical, fluorescence polarization, single point | inhibition, % at 9.4 µM | 0.15% of 340,000 active | Kelch-like ECH-associated protein 1 (Homo sapiens), Q14145 | Keap1 Kelch-Nrf2 peptide fluorescence polarization, 1536-well; in the data active means inhibition above about 12%;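 further: human Keap1 Kelch domain with fluorescein labeled Nrf2 9mer peptide probe; 0% = neutral control wells and 100% = peptide positive control; higher means more block of Keap1 binding to Nrf2 peptide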
Target sequence (Q14145 whole entry, looked up, the tested form may be a part): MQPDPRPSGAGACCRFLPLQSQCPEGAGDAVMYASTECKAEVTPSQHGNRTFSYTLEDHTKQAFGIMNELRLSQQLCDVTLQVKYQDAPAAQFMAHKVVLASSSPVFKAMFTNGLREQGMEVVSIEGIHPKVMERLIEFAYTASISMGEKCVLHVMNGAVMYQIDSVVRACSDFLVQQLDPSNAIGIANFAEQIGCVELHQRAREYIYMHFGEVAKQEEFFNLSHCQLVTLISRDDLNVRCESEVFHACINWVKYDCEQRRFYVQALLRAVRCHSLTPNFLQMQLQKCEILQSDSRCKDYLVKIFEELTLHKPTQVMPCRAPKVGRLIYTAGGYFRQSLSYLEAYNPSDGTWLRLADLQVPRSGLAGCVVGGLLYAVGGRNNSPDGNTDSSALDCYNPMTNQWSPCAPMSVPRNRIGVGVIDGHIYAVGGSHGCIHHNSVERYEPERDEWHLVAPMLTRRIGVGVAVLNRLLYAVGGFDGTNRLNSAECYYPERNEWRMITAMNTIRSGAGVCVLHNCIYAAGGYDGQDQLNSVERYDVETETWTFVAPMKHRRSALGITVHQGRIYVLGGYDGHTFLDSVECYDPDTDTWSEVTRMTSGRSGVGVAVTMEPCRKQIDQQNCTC
MOR-DOR ag – agonists of OPRM1-OPRD1 heterodimerization, primary screen, cell-based, luminescence | 0.3% of 340,000 active | activation, % at 9.3 µM | AID 504326, 2011 | Mu-type opioid receptor (Homo sapiens) + Delta-type opioid receptor (Homo sapiens), … | cells; in the data active means activation above about 18%;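 further: 0% = vehicle-treated cells and 100% = reference agonist; values of inactives mirror those of a sister screen read the other way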
MOR-DOR inv ag – inverse agonists of MOR-DOR heterodimerization, primary screen, cell-based, luminescence. 0.21% of 340,000 active. inhibition, % at 9.3 µM. Mu-type opioid receptor (Homo sapiens) + Delta-type opioid receptor (Homo sapiens), …. cell-based MOR-DOR heterodimer luminescence, inverse agonism; in the data active means inhibition above about 22%, passing the limit was not always enough;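 further: 0% = cells with DMSO and 100% = wells without cells with DMSO; values of inactives mirror those of a sister screen read the other way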
V-ATPase pH – regulators of yeast V-ATPase proton pumping, primary screen, pHLuorin cytosolic pH fluorescence; S. cerevisiae; response, % at 10 µM; 0.37% of 350,000 active; AID 504577, 2011; in the data active means response mostly above about 7.3%, no sharp cut-off; inactive means mostly below about 5.4%; further: actives read high; inactives centre near 0; some compounds called inactive have numbers as strong as hits; reference of the scale not given here
Cardiac RTF inh – cardiac RTF calcium sensitivity inhibitors, primary screen, biochemical, IANBD-TnC fluorescence, EC70 calcium; Troponin I, cardiac muscle (Homo sapiens) + Troponin T, cardiac muscle (Homo sapiens) + …; 0.12% of 340,000 active; inhibition, % at 7.15 µM; IANBD-labeled cardiac RTF, Ca2+ fluorescence;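 active means inhibition above the mean inhibition of all tested compounds plus 3 SD, cut at about 17% in these data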;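 further: assay run at fixed EC70 calcium of 1.6 mM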
cardiac RTF act – cardiac RTF calcium sensitivity activators, primary screen, biochemical, IANBD-TnC fluorescence, EC20 calcium; Troponin I, cardiac muscle (Homo sapiens) + Troponin T, cardiac muscle (Homo sapiens) + …; activation, % at 7.2 µM; AID 493008, 2010; IANBD-labeled TnC RTF fluorescence at EC20 calcium; 0% EC20 calcium, 100% full calcium; 0.24% of 340,000 active;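 active means activation above the mean over all tested compounds plus 3 SD, cut at about 30% in these data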;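 further: rise in fluorescence read as greater calcium sensitivity of cardiac thin filaments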
HTR5A ag – HTR5A agonists in luminescence cell assay, primary screen, counter-screen for OPRM1-OPRD1 heterodimer agonist project, full-deck HTS | activation, % at 9.3 µM | 0.61% of 340,000 active | 5-hydroxytryptamine receptor 5A (Homo sapiens), P47898 | cell-based; in the data active means activation mostly above about 9.5%, no sharp cut-off; inactive means mostly below about 7.6%;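 further: 0% = cells with vehicle only and 100% = reference agonist; strong numbers were not always called active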
* marks the source's active call; other numbers are inactive results; . = not tested or not shown. Compounds as they come; any-hit rate near 2.8%.

SMILES	CAL-PDZ inh HTS	HTR5A inv ctr	LANA DNA inh	Keap1-Nrf2 PPI	MOR-DOR ag	MOR-DOR inv ag	V-ATPase pH	Cardiac RTF inh	cardiac RTF act	HTR5A ag
CC1(C)CC(=O)c2c(O)c(-c3ccccc3)c(=O)n(-c3ccccc3)c2C1	-1.8	20.4	0.6	2.7	-4.2	21.1	-2.5	-13.4	-2.3	-0.6
O=C(NCCC1=CCCCC1)C1CCCN(S(=O)(=O)c2cccc3cccnc23)C1 (stereo not drawn)	2.8	-5.4	0.2	-4.4	-0.1	0.7	7.3*	-4.4	11.8	2.1
Cc1cccc(NS(=O)(=O)c2ccc3[nH]c(=O)cc(C(=O)OC(C)C(=O)Nc4ccc([N+](=O)[O-])cc4)c3c2)c1 (stereo not drawn)	-10.3	9.3	0.9	-1.9	-3.1	16.6	-3.6	-3.3	-0.7	-3.0
Fc1ccccc1N=C1Nc2cccc3cccc1c23	3.1	-2.7	-0.3	-1.6	0.9	-5.3	0.7	-4.7	0.6	1.1
C[C@]12CC[C@H](OC(=O)CCC(=O)O)CC1=CCC1C2CC[C@@]2(C)C1CC[C@@H]2N (stereo partly drawn)	.	2.3	1.0	-4.0	-3.6	18.9	-1.7	1.8	-0.8	-0.7
COc1ccc([C@@H](C)NC(=O)CCc2nnc(-c3cc(C)on3)o2)cc1	-3.8	-5.7	-1.2	-2.9	-1.9	9.3	2.0	-5.5	3.2	-4.5
Brc1ccc(-c2csc(/N=C/N3CCOCC3)n2)cc1	-1.7	-32.0	0.4	-1.9	1.4	-7.8	2.7	-8.2	3.2	11.4
Cc1ccc(-c2cccc(NC(=O)C3C4C=CC(C4)C3C(=O)O)c2)o1 (stereo not drawn)	-5.9	-12.5	0.9	-4.7	-0.7	4.3	2.0	-2.8	-4.9	-1.1
Cc1ccc(C(=O)N2CCN(C)CC2)cc1S(=O)(=O)N1CCCCC1	-5.9	3.8	0.3	-7.8	-2.2	13.1	2.4	0.4	-3.8	-2.2
O=C1C(Cl)=C(NCc2ccco2)C(=O)c2ccccc21	1.5	-16.2	4.5	-1.3	4.8	-23.1	0.3	-2.5	-2.6	4.1
CC(C)(C)NC(=O)C(c1cccs1)N(Cc1cccs1)C(=O)c1csnn1 (stereo not drawn)	.	-1.5	0.7	-3.7	-3.3	16.8	-3.4	-5.8	-1.6	5.1
CCOc1ccc(C(C(=O)NC2CCCCC2)N(C(=O)c2csnn2)C2CC2)cc1 (stereo not drawn)	-2.9	-6.8	-1.3	-3.3	-0.1	0.4	-6.8	-0.6	-0.2	4.4
CC(C)Sc1nc2ccccc2n1CC(N)=O	3.2	.	-0.9	-1.0	.	.	1.7	1.4	6.0	.
O=c1o[nH]c(-c2ccccc2)c1C=Nc1ccc(Cl)cc1	-1.9	19.1	-0.6	-1.7	-0.1	0.8	4.8	-11.1	1.2	3.3
O=C(CN1C(=O)C2CC=CCC2C1=O)Nc1ccc(S(=O)(=O)N2CCOCC2)cc1 (stereo not drawn)	-9.3	12.3	2.1	3.6	-1.9	9.1	5.1	11.0	0.6	-4.9
O=C(CSc1ncn[nH]1)NCc1ccccc1Cl	15.1	13.9	-0.4	0.8	-1.6	10.3	-1.1	3.0	-1.4	0.4
COc1ccc(N(C(=O)Cn2nnc(-c3ccc(F)cc3)n2)C(C)C(=O)NC2CCCC2)cc1 (stereo not drawn)	-1.1	16.0	-3.6	0.6	1.5	-9.5	3.1	-12.0	-1.7	-3.2
O=C(COC(=O)c1cnccn1)NCCc1ccccc1	0.1	-12.3	0.1	0.5	-3.8	16.7	-2.5	-2.2	-2.7	4.5
Cc1ccccc1NS(=O)(=O)c1ccc(NC(=O)CSCc2ccc(Br)cc2)cc1	-2.4	-14.9	1.9	-4.6	5.7	-31.7	1.0	-9.9	-1.7	2.0
CC(=O)Nc1ccc2nc(-c3ccc(Br)o3)[nH]c2c1	-1.3	-1.6	1.5	-3.7	1.3	-7.9	-0.3	-1.8	-2.2	0.6
NC(=O)CCCn1c(C(=O)c2cc(Cl)c(N)c(Cl)c2)c2ccc([N+](=O)[O-])cc2[n+]1[O-]	-2.8	-4.6	-1.4	-0.1	5.0	-27.1	-1.4	-2.1	-4.5	1.8
CSc1ncccc1C(=O)Nc1cccc(S(=O)(=O)N2CCCCC2)c1	13.2	3.8	-1.0	-3.3	-1.5	6.1	-1.8	0.3	1.4	-1.6
CN(CCCN1CCOCC1)C(=O)c1cc(COc2cccc(C(F)(F)F)c2)on1	4.4	-6.4	0.4	-4.2	-0.1	0.3	1.6	-4.5	-0.6	-1.0
Cc1[nH]c2c(Cl)cccc2c(=O)c1CN1CCCC1	4.9	29.2	-0.5	-0.1	-2.9	17.1	-2.3	-2.4	-2.6	-0.9
COc1ccc(C(=O)Cc2cc(OC)c(OC)cc2[N+](=O)[O-])cc1	0.0	-14.0	0.0	-2.0	-4.2	23.6	-4.8	2.3	-7.0	5.4

(more compounds)
SMILES	CAL-PDZ inh HTS	HTR5A inv ctr	LANA DNA inh	Keap1-Nrf2 PPI	MOR-DOR ag	MOR-DOR inv ag	V-ATPase pH	Cardiac RTF inh	cardiac RTF act	HTR5A ag
CCOc1ccc(NC(=O)CSCC(=O)O)cc1	-0.6	-13.3	-0.5	1.5	-3.4	17.8	2.4	-5.3	-0.4	4.2
O=S(=O)(O)CCS	-3.3	14.1	-1.3	-1.4	-2.4	13.1	-1.6	6.7	1.6	-4.0
CC(=O)N1CCN(c2ccc(NCc3ccc(C(C)C)cc3)cc2)CC1	-3.3	-28.6	-4.1	-3.7	4.2	-22.0	6.3	-8.5	-3.0	0.8
O=C(NCCCNC(=O)c1ccccn1)c1ccc(Br)cc1	-2.8	7.8	-1.2	-4.6	-1.9	9.8	0.7	-3.7	1.1	6.0
CN(CC(=O)OCC(N)=O)S(=O)(=O)c1ccc(Cl)cc1	-2.3	-0.8	0.3	-3.6	-2.2	10.2	-2.7	-1.3	4.1	0.3
Cc1c(C(=O)N2CCC(Cc3ccccc3)CC2)sc2ncnc(N3CCC(C)CC3)c12	3.9	-12.3	-1.8	-5.1	0.5	-3.8	1.2	-4.8	-4.1	4.6
O=C(Nc1ccc(Cl)c(Cl)c1)Nc1cc(C(=O)N2CCOCC2)ccc1N1CCCCC1	-3.2	12.3	-1.2	0.0	0.0	0.2	0.8	1.0	-3.3	3.7
NC(=S)N1CCCc2ccccc21	1.4	10.8	-1.3	0.7	0.0	0.2	-2.6	-1.6	-1.2	-4.2
COC(=O)c1ccn(-c2nc(-c3ccco3)cc(C(F)(F)F)n2)n1	-13.7	-8.1	-0.2	-2.0	-2.5	14.7	2.0	-7.3	5.1	3.1
Cc1cc(Cl)ccc1OCC(=O)N(Cc1ccco1)c1c(N)n(Cc2ccccc2)c(=O)[nH]c1=O	-6.7	4.0	2.1	-7.6	-0.5	1.7	-0.3	-3.0	1.3	-5.2
CN(CCO)C(=O)C1CCN(c2ncc(C(F)(F)F)cc2Cl)CC1	2.1	4.4	-1.2	-6.1	-0.5	2.7	0.8	12.2	4.3	-1.7
C/C(=N/NC(=O)c1ccc(-c2ccccc2)cc1)c1cc(O)cc(O)c1	-1.0	-6.8	0.7	-0.3	-1.2	6.6	3.7	-3.3	-6.1	-1.3
Cc1nn2c(NCCOCCO)c3c(nc2c1-c1ccccc1)CCC3	.	-6.7	-7.3	-1.7	-5.1	25.8	0.7	2.8	-3.5	-3.7
Cc1cc(C)c(S(=O)(=O)NCC2CCC(C(=O)NCCCN3CCOCC3)CC2)c(C)c1 (stereo not drawn)	-1.6	-4.2	-1.9	3.6	-1.0	4.0	-4.3	3.3	0.6	1.2
Cc1ccc(C(=O)N/C(=C/c2ccco2)C(=O)N2CCCCC2)cc1	-9.4	17.6	0.0	-6.2	-2.5	13.0	1.2	-18.3	-0.4	1.2
C=CCOC(=O)C1=C[C@@H](c2ccc(Br)cc2)C[C@@H](OCc2ccc(CO)cc2)O1	-4.0	-24.3	-0.9	5.3	3.5	-20.3	-10.5	-5.0	-3.3	0.5
Cc1ccc(C)c(C(=O)OCC(=O)Nc2cccc(S(=O)(=O)NC3=NCCCCC3)c2)c1	-2.0	-23.5	3.7	-4.1	-2.2	10.3	-2.0	3.5	1.3	9.1
CC1CC(C)CN(C(=O)Cn2c(-c3nonc3N)nc3ccccc32)C1 (stereo not drawn)	-1.4	.	0.5	-0.6	.	.	2.3	-11.1	18.6	.
CCn1nc(C(=O)NNC(=O)C2CSC3(C)CCC(=O)N23)c2ccccc2c1=O (stereo not drawn)	.	6.7	1.1	-3.9	-4.6	18.0	0.1	0.6	0.4	0.5
O=C(Nc1ccc(S(=O)(=O)N2CCOCC2)cc1)c1ccco1	-3.8	-13.0	0.9	4.3	-2.5	14.4	0.1	-10.4	8.7	2.5
COc1cc(NC(=O)c2ccnn2C)c(OC)cc1Cl	-2.0	18.3	-0.3	3.1	0.6	-4.0	2.2	-1.8	15.3	-7.4
CCOC(=O)c1c(C)[nH]c(C)c1C(=O)COC(=O)c1ccc(S(=O)(=O)C(F)F)cc1	-5.1	-19.4	0.5	-3.4	-3.2	12.7	1.1	-4.8	3.9	7.6
COc1ccccc1/C=N/OC(=O)c1ccc(F)cc1	-5.7	-31.3	-0.3	-1.5	-1.6	7.0	-1.7	-1.6	-3.0	-0.5
CSc1nsc(SC)c1C(=O)Nc1ccc(C)cc1	-0.6	-7.4	0.8	-0.8	0.0	0.0	-1.9	9.3	-2.7	2.0
COc1ccc(Cl)cc1NC(=S)NCCO	-8.0	-7.3	0.2	-1.2	-1.4	7.5	0.9	-5.7	2.1	2.6
O=C(NCCc1csc(-c2ccc(Cl)cc2)n1)c1ccco1	-5.0	3.0	-1.9	1.9	-0.8	4.2	-2.5	-6.8	-3.2	-1.7
C[C@H](CO)N1C[C@H](C)[C@@H](CN(C)C)Oc2c(NS(=O)(=O)c3cccs3)cccc2C1=O	-2.1	18.1	0.3	1.4	-2.7	12.7	1.7	3.2	-2.6	-5.3
CCn1cc(C2=NOC(C(=O)Nc3cccc(C(C)=O)c3)C2)c(C)n1 (stereo not drawn)	.	-3.3	-2.0	0.0	-0.4	2.2	0.8	-3.5	-1.0	5.7
CCC/C=C1/CCCOC(C(=O)NCc2ccccn2)(C(F)(F)F)C1 (stereo not drawn)	-1.7	1.5	-2.7	-6.9	-0.4	2.5	1.7	-10.3	-6.5	-0.6
